# Compound activity from PubChem.
# M. tuberculosis GlmU = inhibition of mycobacterial GlmU enzyme – biochemical, glucosamine-1-phosphate acetyltransferase (AID 1376); Bifunctional protein GlmU (Mycobacterium tuberculosis (strain ATCC 25618 / H37Rv)); M. tuberculosis GlmU acetyltransferase enzyme assay; higher % means a stronger effect; one-dose inhibition, %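 (tested at 30 µM in the primary screen)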; IC50 in µM for titrated hits; actives 0.25% (n = 220,000); in the data active means inhibition above about 13%;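 further: 0% = complete reaction with vehicle and 100% = reaction without substrate; strong numbers were not always called active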
# Mtb RmlCD inh = M. tuberculosis RmlC/RmlD coupled enzyme inhibitors, primary screen, biochemical, compound mixtures, 384-well, from 1536-well plates; dTDP-4-dehydrorhamnose reductase (Mycobacterium tuberculosis (strain ATCC 25618 / H37Rv)) …; RmlC+RmlD coupled enzyme assay, percent inhibition; primary screen in compound mixtures; actives 0.03% (n = 160,000); inhibition, % at 3.6 µM; in the data active means inhibition mostly above about 34%, no sharp cut-off; further: some results filed as inactive read as strong as hits
# Target sequence (P9WH09 whole entry, looked up): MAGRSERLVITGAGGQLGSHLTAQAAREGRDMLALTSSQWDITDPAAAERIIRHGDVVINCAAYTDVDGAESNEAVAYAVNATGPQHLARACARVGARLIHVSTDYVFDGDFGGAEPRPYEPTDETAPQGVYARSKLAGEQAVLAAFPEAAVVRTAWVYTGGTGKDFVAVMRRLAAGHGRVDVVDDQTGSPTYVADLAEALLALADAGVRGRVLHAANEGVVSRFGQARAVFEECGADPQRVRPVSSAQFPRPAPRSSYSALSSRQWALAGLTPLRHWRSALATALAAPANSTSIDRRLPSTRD
# Target sequence (P9WH11 whole entry, looked up): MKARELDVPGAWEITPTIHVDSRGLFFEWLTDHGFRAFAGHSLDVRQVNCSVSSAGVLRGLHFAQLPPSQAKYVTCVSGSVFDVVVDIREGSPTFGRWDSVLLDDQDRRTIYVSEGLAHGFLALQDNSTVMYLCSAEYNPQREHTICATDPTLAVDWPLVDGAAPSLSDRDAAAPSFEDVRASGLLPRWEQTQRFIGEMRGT
# An asterisk follows results filed as active; . = no result given.
SMILES,M. tuberculosis GlmU,Mtb RmlCD inh
COc1ccc(/C(C)=N/Nc2ccc(F)cc2F)c(O)c1,0.4%,-4.7
COC(=O)Nc1ccc(S(=O)(=O)N2CCC(C(=O)N(C)C3CCCCC3)CC2)cc1,4.9%,-3.7
CCOc1cc(/C=N/NC(=O)C(C)Sc2ccccn2)ccc1O (stereo not drawn),2.6%,6.8
Clc1ccc2c(c1)CCc1cccnc1C2=C1CCNCC1,-6.8%,-6.6
CC(C)NC(=O)NC(=O)CSc1nncn1C,-0.3%,.
Cc1nn(C)c(Oc2ccc(Cl)cc2)c1C(=O)O,6.6%,.
COc1cc(NCc2ccccc2O)c2ncccc2c1,4.3%,6.3
COc1ccc(-n2cc(CNC3CCC(O)CC3)c(-c3cccc(F)c3)n2)cc1 (stereo not drawn),-2.0%,.
COc1ccc(CNS(=O)(=O)c2ccc(C)cc2)cc1,-4.3%,.
CC1=C(C(=O)Nc2ccccc2C(F)(F)F)C(c2sccc2C)NC(=S)N1 (stereo not drawn),-2.9%,5.0
O=C(NCc1ccc2c(c1)OCO2)C(C(=O)c1ccccc1)n1cc(Cl)ccc1=O (stereo not drawn),0.2%,-12.5
CCOC(=O)C(C)n1cnc2sc3c(c2c1=O)CCC3 (stereo not drawn),1.7%,8.4

# Random excerpt: 5 entries already listed
SMILES,M. tuberculosis GlmU,Mtb RmlCD inh
Clc1ccc2c(c1)CCc1cccnc1C2=C1CCNCC1,-6.8%,-6.6
CC(C)NC(=O)NC(=O)CSc1nncn1C,-0.3%,.
Cc1nn(C)c(Oc2ccc(Cl)cc2)c1C(=O)O,6.6%,.
COc1ccc(-n2cc(CNC3CCC(O)CC3)c(-c3cccc(F)c3)n2)cc1 (stereo not drawn),-2.0%,.
COc1ccc(CNS(=O)(=O)c2ccc(C)cc2)cc1,-4.3%,.

# Next structures:
SMILES,M. tuberculosis GlmU,Mtb RmlCD inh
Cc1ccc(C(=O)N/N=C/c2ccc(S(=O)(=O)O)o2)c(Cl)c1,-0.7%,27.3
O=C(Nc1ccc(Oc2cccnc2)nc1)c1ccc(C(F)(F)F)cc1,-4.7%,-2.2
CC(C)(C)OC(=O)N[C@@H](CC(=O)OCc1ccccc1)C(=O)O,-5.0%,.
COc1ccc(CNc2cc(C)ccc2C)c(OC)c1OC,0.7%,-3.2
CCCNC(=O)NC(=O)COC(=O)/C=C/c1cc(Br)ccc1F,-2.0%,-10.9
CCC(C)NC(=O)C1(C)CCC(=O)N1Cc1ccccc1OC (stereo not drawn),2.5%,6.2
COc1cc(/C=N/NC(N)=O)c(Br)cc1OCC(=O)Nc1ccccc1C,0.8%,14.2
CC1(C)Cc2c(oc3ncn4ncnc4c23)CO1,2.3%,.
O=C(Nc1ccccc1)C1=C(O)CC(c2ccc(Cl)cc2)N2CCN=C12 (stereo not drawn),0.8%,0.1
Cn1c(NCc2ccccc2Cl)nc2ccccc21,6.8%,.
CNc1ncc(-c2nnnn2-c2ccccc2)c(-c2ccccc2)n1,2.8%,9.7
NC(=O)C1=C[C@@H](c2coc3ccccc3c2=O)C[C@@H](OCCCCO)O1,0.5%,.
CCOC(=O)CNC(=O)CSc1nc(-c2ccc(OC)cc2)ns1,2.3%,-11.2
Cc1cccc2nc(CSc3nc4ccccc4o3)cn12,2.4%,-0.6
NC(=O)c1ccccc1NC(=O)c1ccccc1F,-2.9%,.
COCCn1c(CCc2ccccc2)n[nH]c1=S,2.9%,5.2
CCC(c1nnnn1C1CCCC1)N1CCC(C(N)=O)CC1 (stereo not drawn),-1.1%,19.7
Cc1c(CCCC(=O)O)sc(N)c1C(=O)c1cccc(C(F)(F)F)c1,3.2%,.
C/C(=N\NC(=O)c1cccc(Br)c1)c1cccc(NC(=O)c2ccc(C)o2)c1,6.4%,-5.6
CC(=O)c1cccc(NC(=S)NC(=O)c2ccc(C)cc2Cl)c1,-1.4%,21.3
CCCCN(C)S(=O)(=O)c1ccc(C(=O)Nc2nnc(CSC)o2)cc1,5.4%,4.5
C/C=C/c1ccc(OCCOc2cccc3cccnc23)c(OC)c1,2.7%,2.6
CC1CC(C)CN(S(=O)(=O)c2ccccc2[N+](=O)[O-])C1 (stereo not drawn),4.7%,-7.6
CCc1c(C(=O)NC2CCCCC2)[nH]c(C)c1C(C)=O,0.3%,-3.2

# Complete entries, looked up by structure.
# Results for `CCc1c(C(=O)NC2CCCCC2)[nH]c(C)c1C(C)=O` : M. tuberculosis GlmU = 0.3%; Mtb RmlCD inh = -3.2
# Results for `Cc1cccc2nc(CSc3nc4ccccc4o3)cn12` : M. tuberculosis GlmU = 2.4%; Mtb RmlCD inh = -0.6

# Other structures:
SMILES,M. tuberculosis GlmU,Mtb RmlCD inh
COc1cnc(-c2ccccc2)nc1Oc1cccc(C)c1,3.2%,-6.1
COC(=O)c1cccc(COC(=O)CNC(=O)c2ccco2)c1,1.7%,-7.7
CCN(CC)C(=O)c1sc2nc(-c3ccccc3)ccc2c1N,-2.1%,-4.0
O=Cc1cc(N=Nc2ccccc2Cl)ccc1O,0.4%,.
CCC(C)NS(=O)(=O)c1ccc(NC(=O)c2cccs2)cc1 (stereo not drawn),1.9%,9.0
O=C(Nc1ccc2oc(Cc3ccc(Cl)cc3)nc2c1)c1cccnc1,5.5%,-10.1
CN(C)/C=N/c1c(C(=O)NCc2ccccc2)nnn1Cc1ccccc1,.,-6.5
O=C(O)CCN1c2ccccc2Sc2ccccc21,-7.7%,.
CCCC/C(=N\NC(=O)c1ccc(Br)o1)c1ccccc1,7.5%,9.8
O=c1cccc2n1CC1CC2CN(C(c2cccc(F)c2)c2sc3ncnn3c2O)C1 (stereo not drawn),5.3%,8.0
CCOc1ccc(CN(Cc2ccco2)S(=O)(=O)c2ccc(-n3cnnn3)c(OC)c2)cc1,-0.6%,.
COC(=O)C(OC(=O)c1ccc(OC)cc1)C(=O)OC,3.5%,.
Cc1noc(C)c1CN1C(=O)NC(Cc2ccccc2)(Cc2ccccc2)C1=O,9.3%,6.2
COc1ccc(NS(=O)(=O)c2cc(NC(=O)CCSc3ccccc3)ccc2OC)cc1,-0.5%,.
O=C(/C=C/c1ccco1)NC(=S)Nc1ccccc1N1CCOCC1,4.9%,.
CCN(CC)S(=O)(=O)c1ccc(C)c(NC(=S)Nc2cccc(S(=O)(=O)N3CCCCCC3)c2)c1,2.1%,3.1
C/C(=N\NC(=O)c1nc2ccccn2c1C)c1ccc2c(c1)OCO2,2.1%,2.7
COc1cccc(C(=O)CSc2nnnn2C)c1,0.7%,.
CN(C)CCCNC(=S)Nc1ccc(Oc2ccccc2)cc1,-7.9%,4.0
O=C(CN1c2cccc3cccc(c23)S1(=O)=O)Nc1ccccc1,-2.5%,3.4
N#Cc1ncc(C(F)(F)F)cc1Oc1cccnc1,-0.8%,6.4
Cc1c(N/C=C/C(=O)c2ccc(Cl)cc2)c(=O)n(-c2ccccc2)n1C,3.3%,104.0
CS(=O)(=O)N(Cc1ccccc1)c1ccc(C(=O)NCCSCc2ccco2)cc1,-2.9%,19.8
Cc1cc(C)n(-c2ccc3nnc(C)n3n2)n1,2.1%,-10.2
CCOC(=O)N1CCN(C(c2cccc(OC)c2)c2sc3nc(C)nn3c2O)CC1 (stereo not drawn),-1.7%,-0.1
CCN1CCN(Cc2ccc(OCc3ccccc3)c(OC)c2)CC1,-6.5%,5.8
Cc1ccc(/C=N/N(C)C2=NS(=O)(=O)c3ccccc32)o1,-5.1%,-11.1
O=C(NCc1ccccc1)C1=C[C@@H](c2coc3ccccc3c2=O)C[C@@H](OCc2ccc(CO)cc2)O1,-3.1%,.
COC(=O)c1c(C)oc2cc(Br)c(OCC(=O)C(C)(C)C)cc12,-1.4%,-5.7
CC(C)(C)c1ccc2c(c1)OC(C(=O)N/N=C\c1ccncc1)CO2 (stereo not drawn),-2.3%,-10.9
Cc1c(/C=N/Nc2ccc(F)cc2)c(O)n(C)c(=O)c1C#N,2.7%,.
O=C1/C(=N\O)Cc2ccccc21,7.7%,-7.1
Cn1c(=O)cc(N2CCN(C(=O)c3ccco3)CC2)[nH]c1=O,-8.0%,.
Nc1ccc(-c2nc3ccc([N+](=O)[O-])cc3[nH]2)cc1,6.9%,-8.9
CCOc1ccc2c(c1)nc(NCCCO)n2Cc1ccccc1,2.9%,-8.1
COc1nc(NCCO)nc(Nc2ccccc2F)n1,-2.7%,-13.7
COc1cccc(N2CCN(CC(=O)NCc3cccs3)CC2)c1,-2.3%,.
CC1CCN(CCCn2c(=S)[nH]c3c(sc4ccc([N+](=O)[O-])cc43)c2=O)CC1,-11.4%,-1.5
Cc1cc(NC(=O)CN2C(=O)NC3(CCCCC3)C2=O)no1,1.7%,.
CCOC(=O)C1=C(C)N(CCCC(=O)O)C(=O)NC1c1cc2ccccc2c2ccccc12 (stereo not drawn),-0.9%,.
O=C(Nc1ccc(Cl)cn1)c1ccc2c(c1)OCCO2,-6.4%,-7.3
CCn1cc(C(=O)NCc2cccs2)c(=O)c2cc(S(=O)(=O)N3CCOCC3)ccc21,-2.8%,17.7
CCOc1ccc(Nc2nc(Cc3nnc(SCC(=O)c4ccc(C)c(C)c4)o3)cs2)cc1,6.7%,.
Cc1cc(C)n(CCc2nc(-c3ccc(C)o3)cs2)n1,0.2%,-5.8
COc1cc(C(=O)Nc2ccc(Br)cc2C(=O)c2ccccc2)cc(OC)c1OC,-7.4%,-5.3
O=C1[C@@H]2[C@H](C(=O)N1Cc1ccco1)[C@H]1C=C[C@@H]2C1,0.7%,-6.6
CCOc1cc(S(=O)(=O)n2cc(-c3ccc(F)cc3)c(N)n2)cc(OCC)c1OCC,-0.6%,-7.9
CCC1=NNc2cccc3c(OC)ccc1c23,-4.5%,3.2

# Copied from the listing for reference:
SMILES,M. tuberculosis GlmU,Mtb RmlCD inh
Cc1cc(C)n(CCc2nc(-c3ccc(C)o3)cs2)n1,0.2%,-5.8
COc1cc(C(=O)Nc2ccc(Br)cc2C(=O)c2ccccc2)cc(OC)c1OC,-7.4%,-5.3
O=C1[C@@H]2[C@H](C(=O)N1Cc1ccco1)[C@H]1C=C[C@@H]2C1,0.7%,-6.6
CCOc1cc(S(=O)(=O)n2cc(-c3ccc(F)cc3)c(N)n2)cc(OCC)c1OCC,-0.6%,-7.9
CCC1=NNc2cccc3c(OC)ccc1c23,-4.5%,3.2

# Remaining list, next part.
SMILES,M. tuberculosis GlmU,Mtb RmlCD inh
COc1cc(CNC23CC4CC(CC(C4)C2)C3)ccc1OCc1ccccc1,-10.0%,-13.5
CCCCC(=O)Nc1cc(OC)c(NC(=S)NC)cc1OC,1.1%,-7.4
CCOC(=O)Cn1c(CN2CC(C)OC(C)C2)nc2c1c(=O)n(C)c(=O)n2C (stereo not drawn),-1.7%,6.2
CCn1c(SCC(N)=O)nnc1-c1ccc(OC)c(OC)c1,2.3%,10.1
CCC(CC)C(=O)Nc1cccc(C(=O)NCCc2ccc(S(N)(=O)=O)cc2)c1,1.9%,-6.1
COc1ccc(/C=C\c2nc(=O)c3ccccc3o2)cc1,-1.2%,-10.1
CCC(=Nc1ccc(OC)cc1OC)c1c(O)n(C2CCCCC2)c(=O)[nH]c1=O,-0.2%,2.4
CCOC(=O)C1=C(N)OC(C)=C(C#N)C1c1ccco1 (stereo not drawn),-0.3%,.
Cc1cc(OC(C)C(N)=O)nc(-c2ccccc2)n1 (stereo not drawn),-6.5%,1.9
CCOC(=O)/C(=N\Nc1cccc(Cl)c1)Sc1nnc(-c2ccc(OC)cc2)n1C,2.4%,7.5
CCOC(=O)C1(Cc2ccccc2C)CCCN(Cc2cc(OC)c(O)c(OC)c2)C1 (stereo not drawn),2.3%,-7.0
COC(=O)COc1ccc(S(=O)(=O)Nc2cc(OC)ccc2OC)cc1,2.1%,-2.2
CCOC(=O)C1=C(C)N(CCCC(=O)O)C(=O)NC1c1ccc(Br)cc1 (stereo not drawn),-2.3%,.
CC1CCN(S(=O)(=O)N2CCC(C(=O)N3CCC(N(C)CC4CCCO4)CC3)CC2)CC1 (stereo not drawn),0.2%,3.6
NC(=O)CC(NC(=O)Cc1ccc(Br)cc1)c1ccc(NCCc2cccc(F)c2)c([N+](=O)[O-])c1 (stereo not drawn),5.1%,.
COc1ccc(CNc2ccc(C)c(C)c2)cc1,-0.5%,-18.2
Cc1cc(C(=O)Cn2nnc3ccccc3c2=O)c(C)n1-c1c(C)n(C)n(-c2ccccc2)c1=O,3.5%,-5.1
Cc1ccc(N=Cc2nc(-c3ccc(C)cc3)oc2O)cc1,-7.8%,.
Cc1cc2oc3ccc(NCCC4CCCN4C)cc3c(=O)c2cc1C (stereo not drawn),-7.0%,.
O=C(c1ccccc1/S(=N/S(=O)(=O)c1ccccc1)N1CCOCC1)N1CCOCC1 (stereo not drawn),-0.8%,.
CNC(=O)c1[nH]cnc1C(=O)N[C@@H](Cc1ccccc1)C(=O)OCc1ccccc1,0.5%,.
CCC(=O)N1CCc2cc(S(=O)(=O)NC(C(=O)Nc3cccc(C)n3)C(C)C)ccc21 (stereo not drawn),3.8%,5.9
CC(C)C(=O)N/N=C/c1ccc(OCc2ccccc2)cc1,.,25.1
Cc1ccc(S(=O)(=O)N2CCC(=O)N(C(COCc3ccc(C(F)(F)F)cc3)Cc3ccccc3)CC2)cc1 (stereo not drawn),0.1%,.
O=C(CN1C(=O)c2ccccc2S1(=O)=O)N1CCN(c2ccccc2)CC1,-2.4%,11.7
COc1ccc(C(=O)C2CCN(C(=S)NCCc3ccccc3)CC2)cc1,-2.5%,-8.6
O=C1CN(C(=O)CSc2nc3ccccc3c(=O)n2Cc2ccc(F)cc2)c2ccccc2N1,0.2%,-10.3
CCOC(=O)c1c(NC(=O)COC(=O)CNC(=O)c2ccco2)sc(C)c1C,-2.5%,-1.2
Fc1ccc(CNCCC(Cc2ccccc2)c2ccco2)cc1 (stereo not drawn),-0.3%,.
COc1ccc(NC(=O)CSc2nnc(-c3ccccn3)n2N)c(OC)c1,-3.7%,-7.3
CC1(C)Cc2[nH]c(=O)c(C#N)cc2CS1,-1.0%,.

# Not all compounds are listed. The share of hits here may be higher or lower than overall.
